GLS inhibitor: blocks human kidney-isoform glutaminase activity. AID 624170. O94925. 410,000 compounds, 0.21% hits. Potency, µM (titrated, usually from 45.5 µM), inactives show at the highest dose activity change, negative = inhibition, most hits filed as inhibitors. GLS enzymatic activity, qHTS titration; also: potency is read from the fitted curve at half-maximal effect; % is scaled to controls: 0 for no effect and ±100 for the full control effect
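hKGA in 45 mM KH2PO4 pH 8.2, 0.02% Tween-20 with pin-transferred compounds; 1 mM L-glutamine (stock) plus glutamate oxidase/HRP/Amplex Red coupling added. Fluorescence read initially and after 30 min at RT.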
ERG-DNA inh: ERG Ets/DNA interaction inhibition; fluorescence polarization, His-ERG Ets domain / labelled DNA; 370,000 compounds, 0.028% hits; Potency, µM (titrated, usually from 76.9 µM), without a hit: at the top dose FP activity, negative = inhibition, usual class: inhibitors; P11308; active = well fitted inhibition curve with a large enough effect in the polarisation, with a control signal flat; inconclusive = small, poorly fitted or top-dose-only effect, or effect the other way, or a change in a side signal; inactive = no such curve, though single readings can be large or run the other way; the % refers to the polarisation;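 also: polarization taken with two DNA probes labelled with fluorescein and Texas red; potency is read from the fitted curve at half-maximal effect; % of control where 0% means no effect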
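His-tagged ERG Ets domain (1 uM in the protein solution; 300mM KCl, 50mM Tris-HCl, 1mM EDTA, 1mM DTT, pH 7.5) received compound, then a probe mix of 5 nM fluorescein-DNA and 100nM Texas-615-DNA. Fluorescence polarization was read for both dyes.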
G9a inh: inhibitors of human histone lysine methyltransferase G9a | Q96KQ7 | G9a H3K9 monomethylation, AlphaScreen, 2 h | Potency, µM (titrated, usually from 102 µM), without a hit: top-dose activity, negative = inhibition, most hits filed as inhibitors | 350,000 compounds, 8.8% hits | AID 504332; also: potency is read from the fitted curve at half-maximal effect; % is scaled to controls: 0 for no effect and ±100 for the full control effect; nearly all actives have a fitted effect of over 75% in size
Target sequence (Q96KQ7 913-1193 limits assumed): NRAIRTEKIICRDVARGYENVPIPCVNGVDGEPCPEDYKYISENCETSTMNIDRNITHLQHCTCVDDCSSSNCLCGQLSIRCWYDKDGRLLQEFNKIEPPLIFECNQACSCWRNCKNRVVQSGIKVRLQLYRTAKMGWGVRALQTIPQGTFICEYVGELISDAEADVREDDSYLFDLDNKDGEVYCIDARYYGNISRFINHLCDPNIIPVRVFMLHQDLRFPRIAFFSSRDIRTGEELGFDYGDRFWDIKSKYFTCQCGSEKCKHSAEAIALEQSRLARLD
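Chemiluminescent proximity detection of H3K9 monomethylation, read after 10 min bead incubation in the dark. Reaction: 20 nM G9a, 500 nM biotin-H3K9 peptide, 20 uM SAM cofactor, 2 h, room temperature, following 15 min enzyme-compound preincubation.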
JMJD2A Tudor: inhibitors of human JMJD2A Tudor domain | O75164 | AlphaScreen JMJD2A-Tudor / H3K4me3 peptide binding | Potency, µM (highest dose often 114 µM), inactives show at the top dose activity change, negative = inhibition, actives largely listed as inhibitors | 390,000 compounds, 4.4% hits; also: potency is read from the fitted curve at half-maximal effect; % is scaled to controls: 0 for no effect and ±100 for the full control effect; nearly all actives have a fitted effect of over 50% in size
BAZ2B inh: BAZ2B (human) inhibition | AlphaScreen BAZ2B-H3K14Ac peptide displacement | Potency, µM (highest dose often 114 µM), inactives show top-dose activity change, negative = inhibition, actives largely listed as inhibitors | 360,000 compounds, 4.4% hits | AID 504333; also: potency is read from the fitted curve at half-maximal effect; % is scaled to controls: 0 for no effect and ±100 for the full control effect; nearly all actives have a fitted effect of over 60% in size
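Protein-peptide AlphaScreen: BAZ2B 50 nM, b-H3K14Ac 50 nM, 1x PBS pH 7.4 + 0.01% Tween-20. Preincubation 30 min RT; cpd 30 min RT (top 110 uM); beads 20 min RT, light-protected.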
ALOX12 inh: ALOX12 (human) lipoxygenase inhibition; P18054; purified 12hLO, xylenol orange hydroperoxide absorbance; Potency, µM (top dose mostly 108 µM), without a hit: at the top dose activity change, negative = inhibition, actives largely listed as inhibitors; 580,000 compounds, 1.1% hits; AID 1671190; also: potency is read from the fitted curve at half-maximal effect; % is scaled to controls: 0 for no effect and ±100 for the full control effect
Target sequence (P18054 whole entry, looked up): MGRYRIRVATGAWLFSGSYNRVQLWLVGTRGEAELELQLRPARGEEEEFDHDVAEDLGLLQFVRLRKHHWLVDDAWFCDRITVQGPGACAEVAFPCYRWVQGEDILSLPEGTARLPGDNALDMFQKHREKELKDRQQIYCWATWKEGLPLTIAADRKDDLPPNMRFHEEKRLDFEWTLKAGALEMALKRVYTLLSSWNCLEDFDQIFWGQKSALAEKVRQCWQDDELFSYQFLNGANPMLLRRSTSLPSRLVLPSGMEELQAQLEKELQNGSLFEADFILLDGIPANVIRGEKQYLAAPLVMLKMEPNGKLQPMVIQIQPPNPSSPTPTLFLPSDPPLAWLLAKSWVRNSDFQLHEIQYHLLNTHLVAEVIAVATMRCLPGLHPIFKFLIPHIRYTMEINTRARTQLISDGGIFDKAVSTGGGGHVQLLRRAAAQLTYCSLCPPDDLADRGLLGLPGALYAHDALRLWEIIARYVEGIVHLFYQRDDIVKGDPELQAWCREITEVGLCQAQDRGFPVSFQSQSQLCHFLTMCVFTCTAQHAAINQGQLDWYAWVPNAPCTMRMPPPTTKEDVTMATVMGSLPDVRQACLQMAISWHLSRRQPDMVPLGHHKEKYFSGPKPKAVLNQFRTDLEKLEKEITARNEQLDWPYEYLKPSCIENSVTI
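Purified human 12hLO (150 nM final) in 25 mM Hepes, 0.01% Triton X-100, pH 7.0 was preincubated 15 min at room temperature with compound. Then 40 uM arachidonic acid was added, 30 min. Hydroperoxide was read by Fe-XO absorbance ratio 573/405 nm.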
HP1b binding inh: blocks HP1-beta chromodomain binding to methylated histone tails | P83916 | AlphaScreen HP1-beta / biotin-H3K9me3 peptide binding | Potency, µM (titrated, usually from 114 µM), for inactives: at the highest dose activity change, negative = inhibition, usual class: inhibitors | 390,000 compounds, 0.56% hits | AID 540317; also: potency is read from the fitted curve at half-maximal effect; nearly all actives have a fitted effect of over 70% in size; inactives centre near 23
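Compound inhibition of the preformed complex between 50 nM HP1-beta and 50 nM biotinylated H3K9me3 peptide was read by AlphaScreen. Buffer was PBS pH 7.4 with 0.01% Tween-20. Incubations ran 30 min at room temperature, with 10 ug/mL donor/acceptor beads.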
RGS4 inhibitor: blocks human RGS4-accelerated GTP hydrolysis | Potency, µM (highest dose often 114 µM), without a hit: top-dose activity change, negative = inhibition, hits mostly inhibitors | 390,000 compounds, 0.039% hits | Transcreener GDP fluorescence polarization, RGS4-accelerated GTP hydrolysis | AID 504845 | P49798; also: potency is read from the fitted curve at half-maximal effect; % is scaled to controls: 0 for no effect and ±100 for the full control effect; nearly all actives have a fitted effect of over 75% in size; some results filed as inactive show a strong effect at the top dose
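MLSMR compounds (23 nl, pin-transferred) preincubated 10 min at room temperature with a 500nM (2x) first reagent, then RGS4 at 900nM (2x) plus Transcreener GDP mix added; fluorescence polarization (620/688 nm) read before and after 90 min at 30 °C.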
PI4K2A inh: inhibitors of human PI4K2A; Q9BTU6; purified PI4K2A, ADP-Glo luminescence, 1 h; stronger effect = lower value; activity change, negative = inhibition, % at 76.9 µM; 420,000 compounds, 0.13% hits; AID 1346378; in the data active = activity change below about -50%; inconclusive = mostly about -30% to -49%;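 also: -100% = wells without enzyme as full effect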
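Compounds are screened against recombinant PI4K2A using PI as substrate and ATP, the latter dispensed at 300 microM. Reactions run one hour at ambient temperature before ADP-Glo detection; full inhibition defined by wells lacking enzyme.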
* = called active by the depositor; i = inactive; u = inconclusive; x = not tested or not shown; & = joins results of further samples; [ ] = remark or other dose. Unless noted, calls follow the shape of the dose curve; as a rule, active = well fitted curve in the direction sought with a large enough effect; inconclusive = small, poorly fitted or top-dose-only effect, or another doubt; inactive = no such curve, though single readings can be large; an effect the other way counts as inactive or inconclusive.

SMILES	GLS inhibitor	ERG-DNA inh	G9a inh	JMJD2A Tudor	BAZ2B inh	ALOX12 inh	HP1b binding inh	RGS4 inhibitor	PI4K2A inh
O=C(OCC1CCCO1)c1ccc2c(c1)N(Cc1ccccc1F)C(=O)c1ccccc1S2(=O)=O (stereo not drawn)	1%	4%	-4%[59 µM]	-19%	-2%	-11%	29%	-3%	-1
CCC1CCCCN1C(=O)CSc1nc2c([nH]c3ccccc32)c(=O)n1-c1cccc(OC)c1 (stereo not drawn)	0%	1%	-1%[59 µM]	-34%	-18%	-21%	-2%[57 µM]	-1%	-2
CN1C(=O)c2ccccc2Sc2ccc(NC(=O)N3CCN(c4cccc(Cl)c4)CC3)cc21	5%	-2%	-27%[59 µM]	u	u	-16%	2%	7%	1
COc1ccc(NC(=O)CSCC(=O)Nc2nnc(C)s2)cc1	6%	0%	18%[2.33 µM]	-19%	8%	9%	11%	-9%	-2
CCOc1ccc2[nH]c3c(N4CCc5ccccc5C4)ncnc3c2c1	u	9%	4%	u	u	u	-1%	11%	-1
COc1cccc(NC(=O)CSc2nc3c([nH]c4ccccc43)c(=O)n2-c2cc(C)cc(C)c2)c1	4%	3%	0%[59 µM]	9%	3%	6%	27%[57 µM]	-1%	-5
CCCc1cc(=O)[nH]c(SCC(=O)Nc2ccc(Br)cc2)n1	1%	-12%	-5%	0%	1%	6%	46%[activator]	-1%	4
NS(=O)(=O)c1cccc(NC(=S)NC(=O)c2cccc([N+](=O)[O-])c2)c1	u	-2%	x	-20%	-10%	u	u	-36%	-9
C(=NN1CCCCCC1)c1cccc2ccccc12	3%	-8%	x	50µM*	x	u	u	-1%	3
O=C(CSc1nnc(-c2ccccc2)o1)N1CCc2ccccc2C1	11%	6%	-24%[12.7 µM]	-9%	1%	0%	37%[activator]	24%	-6
CC[C@]12C(=O)N(C)C[C@H]([C@@H]3C(=O)N(C)C(=O)[C@@H]31)N2C(=O)c1ccc(F)cc1	6%	15%	x	-14%	x	-6%	20%	13%	0
COc1cccc(/C=C/C(=O)NCc2ccc3c(c2)OCO3)c1	-13%	15%	14%[59 µM]	-4%	12%	-15%	41%[activator]	-22%	0
CC12CC(NC(=O)N1c1cccc(C(=O)N3CCN(c4ccccc4)CC3)c1)c1ccccc1O2 (stereo not drawn)	8%	-23%	-7%[12.7 µM]	-19%	17%	-27%	41%[activator]	4%	4
Cc1cccc(OCC(=O)N(Cc2ccccc2)c2c(N)n(Cc3ccccc3)c(=O)[nH]c2=O)c1	4%	-7%	-1%[59 µM]	-24%	-5%	-6%	28%	23%	0
CC1(C)C(=O)N(c2ccccc2)C(=O)c2ccccc21	1%	-2%	x	-1%	x	i	20%	30%	4
O=C(c1ccccc1SCc1ccccc1)N1CCOCC1	-11%	10%	-3%	-13%	-12%	-10%	55%[activator]	-34%	6
CCOC(=O)C1=C(C)N(C2CCCCC2)C(=O)C1	15%	-3%	-22%	-4%	-5%	-1%	25%	12%	-10
Cn1c(Cc2cccs2)n[nH]c1=S	26%	-4%	u	u	-1%	-17%	-11%	-51%[56.9 µM]	-7
C/C(=N\NC(=O)NC1CCCCC1)c1ccc(OC(F)F)cc1OC(F)F	15%	-2%	8%	-7%	-4%	-8%	38%	-17%	-3
O=C1CC2(CCCC2)Oc2ccccc21	13%	8%	x	1%	x	-3%	24%	20%	-2
COc1cccc(OCc2cc(C(=O)N(Cc3nccn3C)C(C)C)no2)c1	5%	3%	12%[0.501 µM]	-14%	u	16%	49%[activator]	12%[56.9 µM]	-4
Cc1c(-c2cccc(NC(=O)c3ccc(F)c(F)c3)c2)nc2ncccn12	2%	0%	14%[59 µM]	-3%	2%	-14%	23%[57 µM]	2%	-3
Cc1ccc(C)c(CSc2nnc(C)c(=O)[nH]2)c1	1%	1%	-5%	0%	-22%	-12%	19%	13%	0
Cc1ccc(OCC(=O)Nc2ccc(CN3CCOCC3)cc2)cc1C	-7%	11%	u	-7%	-11%	-3%	40%[activator]	-9%	-9
Cc1ccc(-n2c(SCC(=O)NCc3ccco3)nc3c([nH]c4ccccc43)c2=O)cc1	4%	5%	x	-20%	-21%	-13%	48%[activator]	-7%	-11
COCC(=O)Nc1ccc(S(=O)(=O)Nc2cc(C)nc(C)n2)cc1	7%	6%	-6%[12.7 µM]	-6%	0%	x	13%	-1%	6
COC(=O)C1=CN(Cc2ccc(OC)cc2)C=C(C(=O)OC)C1c1ccsc1	-5%	2%[15.4 µM]	x	114%[activator]	44%[activator]	-1%	248%[activator]	-35%	-1
CC1CN(C(=O)CCC(=O)NCCCN2CCC(Cc3ccccc3)CC2)c2cc(Cl)ccc2O1 (stereo not drawn)	u	3%	-46%	-35%	-22%	-24%	-1%[57 µM]	27%	7
CC(=O)OCCCN1C(=O)c2ccc(Br)cc2C1=O	-3%	0%	5%[59 µM]	-9%	3%	7%	20%	-3%	-1
O=C(NN1C(=O)C2C3C=CC([C@H]4CC34)[C@@H]2C1=O)c1ccc(Br)cc1 (stereo partly drawn)	1%	5%	x	-7%	3%	0%	-12%	-4%	3
C=C(C)COc1ccc(-c2[nH]ncc2-c2ccc(OC)c(OC)c2)c(O)c1	-2%	7%	u	u	u	u	3%	-4%	-3
CCC(=O)NCCn1ccc2ccccc21	3%	-3%	11%[59 µM]	-18%	-5%	11%	29%	12%	-4
COc1ccc(-c2cc(C)no2)cc1S(=O)(=O)NCc1ccc(OC(C)C)cc1	-14%&-5%	-3%&0%	-16%&-14%[59 µM]	11%&-12%	-28%&-9%	-20%&-6%	33%&-9%	10%&15%	10&1
Cc1ccc(S(=O)(=O)N(CC(=O)NCCSC2CCCCC2)c2ccccc2F)cc1	-8%	-7%	32%[0.501 µM]	4%	-1%	u	33%	-2%	1
Cc1ccc(CNC(=O)c2ccc(N3CCC4(CC3)CC(c3cccc(Br)c3)=NO4)c(NC(=O)c3ccco3)c2)cc1	1%	9%	15%[2.33 µM]	-35%	-1%	-7%	15%	-10%	-3
Cc1c(Cl)cccc1NC(=O)N1CCN(Cc2cc(=O)n3nc(-c4ccccc4F)sc3n2)CC1	1%	-1%	0%[59 µM]	2%	2%	-20%	19%[57 µM]	-11%	-1
CC(=O)Nc1ccc2c(COC(=O)[C@@H](NS(=O)(=O)c3ccc(C)cc3)C(C)C)cc(=O)oc2c1	2%	-1%	x	-5%	x	-3%	5%	9%	1
CSc1nc(C)cc(OCNC(=O)c2cccs2)n1	4%	x	-5%[12.7 µM]	-14%	8%	18%	17%	-5%	-1
c1ccc(Cc2nc3ccccc3s2)cc1	-11%	5%	x	u	x	u	5%	u	8
CCNC(=O)NC(=O)COC(=O)c1cccc(S(=O)(=O)N2CC3(C)CC2CC(C)(C)C3)c1 (stereo not drawn)	-6%	-18%	-24%[12.7 µM]	-19%	-18%	12%	15%	-24%	1
C/C(=N\NC(=O)CSc1nc2ccccc2s1)c1cccnc1	3%	9%	22%	-16%	-11%	0%	0%	7%	-3
COc1c(Cl)cnn(-c2ccc(Cl)c(Cl)c2)c1=O	1%	-3%	-2%	-13%	0%	-2%	45%[activator]	-6%	-18
O=C(c1ccccc1)c1ccc(Sc2ccc([N+](=O)[O-])cc2)cc1	-5%	-3%	x	-28%[11.4 µM]	u	0%	-5%	23%[11.4 µM]	6
COc1ccc2oc(C(=O)N3CCN(S(=O)(=O)c4ccc(F)cc4)CC3)c(C)c2c1	-2%	3%	x	-24%	x	-5%	1%[57 µM]	3%	-3
C/C(=N\NC(N)=O)c1ccc(-n2ccnc2)cc1	-29%	8%	20%[12.7 µM]	-4%	-9%	8%	28%	2%	-5
Cc1ccc(CCNC(=O)Cn2c(-c3cccs3)cc3ccccc32)cc1	-11%	0%	-5%[59 µM]	-1%	1%	-13%	28%	17%	0
C=CCc1cc(C)ccc1OCC(O)CN1CCN(c2ccccc2)CC1 (stereo not drawn)	23%	-11%	u	2.8µM*	50µM*	u	40µM*	13%	-2
CCCc1nnc(NC(=O)C(=O)NCCN(CC)CC)s1	-9%	-10%	x	u	-3%	u	28%	-10%	3
O=S(=O)(Nc1ccc2c(c1)OCCO2)c1ccc(F)c(F)c1	2%	-2%	-4%	5%	-17%	19%	22%[57 µM]	-25%	2
CCc1cccc(NS(=O)(=O)c2cccc3cccnc23)c1	1%	20%	23%	-1%	1%	0%	23%	3%	-3
COc1ccc(C(C)(C)C)cc1NC(=O)COC(=O)C1=NNC(=O)CC1	-1%	6%	6%[12.7 µM]	-2%	-5%	-2%	44%[activator]	1%	0
CC(=O)Nc1ccc(NC(=O)CSc2nnc(C)n2-c2ccccc2)cc1	10%	-7%	13%	-14%	-5%	6%	28%	15%	-1
O=C(CN1CCN(C(=S)NC2CCCC2)CC1)Nc1ccc(Oc2ccccc2)cc1	4%	-1%	u	-27%	-19%	-7%	4%	-31%	-4
CCC12CN3CC(C)(CN(C1)C3c1c[nH]c3ccc(OC)cc13)C2=O (stereo not drawn)	12%	0%	u	-27%	u	12%&-26%	10%	2%	0
CCC(NC(=O)CNC(=O)c1ccc2c(c1)OCO2)c1ccc(Br)cc1 (stereo not drawn)	7%	-5%	1%	-8%	-2%	6%	7%	-5%	2

Bioassay records: PubChem BioAssay, National Center for Advancing Translational Sciences (NCATS)

Only part of the results is shown; the hit share may differ from the screen's.
